Compound activity as filed in PubChem.
NOD2 RIPK2 PPI – NOD2-RIPK2 protein interaction inhibition. O43353. CHO BLA complementation NOD2-RIPK2, CCF4 ratio. inhibition, % at 4.98 µM. actives 0.38% (n = 360,000). AID 624267; in the data active = inhibition above about 21%;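 also: 0% = vehicle only and 100% = reference blocker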
Target sequence (O43353 whole entry, looked up): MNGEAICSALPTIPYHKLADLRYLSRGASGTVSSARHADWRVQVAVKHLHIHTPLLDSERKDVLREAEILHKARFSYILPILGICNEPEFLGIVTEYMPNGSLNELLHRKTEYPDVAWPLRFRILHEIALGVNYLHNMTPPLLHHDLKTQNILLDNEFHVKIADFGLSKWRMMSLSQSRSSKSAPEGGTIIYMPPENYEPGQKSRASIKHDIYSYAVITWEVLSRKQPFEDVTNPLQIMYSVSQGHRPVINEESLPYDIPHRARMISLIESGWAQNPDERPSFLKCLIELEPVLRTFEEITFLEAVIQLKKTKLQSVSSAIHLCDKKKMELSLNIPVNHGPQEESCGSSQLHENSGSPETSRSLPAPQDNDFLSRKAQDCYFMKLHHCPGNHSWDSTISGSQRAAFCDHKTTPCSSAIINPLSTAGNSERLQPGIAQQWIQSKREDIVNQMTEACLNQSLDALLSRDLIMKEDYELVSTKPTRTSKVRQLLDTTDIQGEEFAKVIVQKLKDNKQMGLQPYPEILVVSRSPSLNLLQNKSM
SRC2 inh – inhibits human steroid receptor coactivator 2. actives 0.17% (n = 370,000). HEK293 GAL4-SRC2 luciferase reporter, luminescence. Q15596. inhibition, % at 9 µM;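 active = inhibition above the mean inhibition of all tested compounds plus 3 SD, set per campaign, cut at about 52% in these data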;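 also: 0% = DMSO treated cells and 100% = cells given Gossypol at 36 µM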
TROY signal inh – inhibitors of TROY-dependent NF-kB signaling. Q293 LMP1-TROYcd NF-kB luciferase reporter, 4 h. inhibition, % at 10 µM. actives 0.98% (n = 360,000). AID 1347056;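 active = compounds whose plate-normalised and pattern-corrected inhibition of the luciferase reporter signal at the single screening dose is 50% or more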
NCOA1 inh – human NCOA1 inhibition; Q15788; HEK293 GAL4-SRC1 luciferase reporter, luminescence; inhibition, % at 3.6 µM; actives 0.12% (n = 360,000); AID 588354;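 active = inhibition above the campaign mean plus 3 SD, with each screening campaign given its own cutoff, cut at about 60% in these data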;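 also: 0% = DMSO treated cells and 100% = gossypol at 36 µM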
TRAIL sens C8 – caspase-8 TRAIL sensitization | NB7+C8 cells + TRAIL, ATPlite viability luminescence | inhibition (viability loss, TRAIL sensitization), % at 10 µM | actives 1% (n = 360,000);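 active = compounds causing at least 50% loss of cell viability in the single-dose screen, relative to plate controls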
Vif inh – inhibitors of HIV Vif. inhibition, % at 7.49 µM. actives 0.35% (n = 340,000). HEK293T cells, Vif self-association by quenched fluorescence, imaging, 24 h; in the data active = inhibition above about 50%, passing the limit was not always enough; inconclusive = no clear call, values can overlap the other calls; inactive = below about 31%; also: some results filed as inactive read as strong as hits
LMP1 NFkB inh – inhibitors of Epstein-Barr LMP1-induced NF-kappaB reporter. LMP1-induced NF-kappaB luciferase reporter cells, luminescence. inhibition, % at 12.5 µM. actives 0.69% (n = 350,000); in the data active = inhibition above about 41%; inconclusive = no clear call, values can overlap the other calls;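 also: 0% = neutral control wells and 100% = reference inhibitor control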
SRC3 inh – inhibitors of human steroid receptor coactivator 3 (SRC3). actives 0.17% (n = 360,000). HEK293 GAL4-SRC3 luciferase reporter, luminescence. AID 588352. inhibition, % at 3.6 µM. Q9Y6Q9;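 active = inhibition above a per-campaign cutoff, the mean of all compounds plus 3 SD, cut at about 60% in these data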;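 also: 0% = DMSO-treated cells and 100% = gossypol-treated cells at 36 µM; higher means less SRC3-driven luciferase light from the GAL4 reporter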
TLR9-MyD88 inh – blocks human TLR9 binding to MyD88; Q9NR96+Q99836; CHO BLA complementation TLR9-MyD88, CCF4 FRET ratio; inhibition, % at 4.98 µM; actives 0.21% (n = 340,000);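 active = inhibition above the mean over all tested compounds plus 3 SD, cut at about 21% in these data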;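 also: 0% = DMSO only wells and 100% = clavulanate BLA inhibitor control wells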
NR2F2 inh – NR2F2 (human) inhibition, primary screen. inhibition, % at 8.6 µM. actives 0.7% (n = 370,000). HEK293T NGFI-A luciferase reporter, luminescence. P24468;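 active = inhibition above a per-plate cutoff, mean inhibition of test wells between control levels plus 3 SD, cut at about 38% in these data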;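 also: cells cotransfected with COUP-TFII expression vector driving the NGFI-A reporter; 0% = median of COUP-TF2 test wells and 100% = reporter-only cells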
Target sequence (P24468 whole entry, looked up): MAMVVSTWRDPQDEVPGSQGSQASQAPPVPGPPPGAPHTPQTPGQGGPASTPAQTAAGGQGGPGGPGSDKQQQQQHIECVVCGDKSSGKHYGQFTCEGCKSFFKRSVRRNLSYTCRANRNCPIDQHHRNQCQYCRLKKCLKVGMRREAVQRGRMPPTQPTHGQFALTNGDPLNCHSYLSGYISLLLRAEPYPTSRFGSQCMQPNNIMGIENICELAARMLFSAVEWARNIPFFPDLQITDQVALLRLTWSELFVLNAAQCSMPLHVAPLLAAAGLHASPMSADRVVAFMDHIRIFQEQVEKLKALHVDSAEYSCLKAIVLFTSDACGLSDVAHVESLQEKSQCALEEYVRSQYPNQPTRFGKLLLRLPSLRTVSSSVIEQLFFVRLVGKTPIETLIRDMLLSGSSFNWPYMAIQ
NR5A2 inv ag – suppresses constitutive activity of human LRH-1. actives 0.13% (n = 360,000). AID 602396. inhibition, % at 3.6 µM. HEK293T StAR-luciferase reporter, LRH-1 transfected, 24 h. O00482;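 active = inhibition above the mean inhibition of all tested compounds plus 3 SD, cut at about 73% in these data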;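 also: 0% = DMSO wells and 100% = reporter-only cells lacking LRH-1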
An asterisk follows results filed as active; ? = inconclusive; nt = not tested or not shown. Some of the compounds tested (hit frequency here may not be typical).

SMILES | NOD2 RIPK2 PPI | SRC2 inh | TROY signal inh | NCOA1 inh | TRAIL sens C8 | Vif inh | LMP1 NFkB inh | SRC3 inh | TLR9-MyD88 inh | NR2F2 inh | NR5A2 inv ag
Cc1cccc(C(=O)O/N=C2/CC3CCC2(C)C3(C)C)c1 (stereo not drawn) | -9 | 8 | -14 | 8 | 1 | nt | -3 | 19 | -9 | 16 | -2
Clc1cc(Br)ccc1NCc1cccnc1 | 6 | 4 | -15 | 3 | -27 | 12 | 2 | -3 | 14 | -31 | -9
Cc1cccc(N2C(=O)c3ccc(C(=O)Nc4c[nH]c(=O)[nH]c4=O)cc3C2=O)c1 | 0 | -30 | 10 | 5 | -6 | 4 | -4 | 16 | -7 | -11 | -20
Cc1cc(Br)ccc1NC(=S)N1CCOCC1 | 1 | -5 | -3 | -79 | -3 | -1 | -3 | 20 | -10 | -33 | -6
Cc1ccccc1C(=O)NC1CC(C)(C)NC(C)(C)C1 | -9 | 5 | 20 | -7 | -1 | 14 | -10 | -2 | -4 | 0 | 8
Cc1ccc(N=Cc2cc3c(cc2[N+](=O)[O-])OCO3)cc1[N+](=O)[O-] | -5 | -4 | -2 | -2 | 11 | -3 | nt | 2 | nt | 8 | 6
CC1(c2ccccc2Cl)NC(=O)N(CC(=O)NCc2ccc3c(c2)OCO3)C1=O (stereo not drawn) | -11 | -7 | 14 | 0 | 7 | 15 | -4 | 6 | -7 | -11 | -7
CCN(CC)C(=O)CSc1nc2ccc(NC(=O)CSc3nccn3C)cc2s1 | -5 | -18 | 7 | -22 | 1 | 0 | -1 | -19 | 1 | 1 | 41
CC(=O)/C(C#N)=C1\NC(=O)C(Cc2ccccc2C)S1 (stereo not drawn) | -1 | -4 | 34 | -4 | 23 | 1 | nt | 29 | nt | -82 | -42
Cn1c(-c2ccc3c(c2)OCO3)cnc1NCc1cccc(O)c1 | -8 | -23 | -2 | -16 | 4 | -3 | -6 | -18 | -4 | -14 | -29
CCCn1nnnc1NCc1ccc(F)cc1 | -1 | 23 | 10 | -3 | -10 | 9 | -1 | 13 | 4 | 2 | -1
N#CC(C#N)=C1C=C2C=C(N3CCOCC3)CCC2CC1 (stereo not drawn) | 0 | -19 | 16 | -2 | 34 | nt | 3 | -7 | -2 | -9 | 13
CN(C(=O)Cc1c(C(=O)O)n(C)c2ccccc12)c1cccc(C(F)(F)F)c1 | 2 | 3 | 4 | 5 | 4 | 33 | 3 | -2 | 6 | -12 | 3
CC(=O)c1cccc(NC(=O)NCCS(C)=O)c1 (stereo not drawn) | -1 | nt | -8 | -7 | -8 | -13 | 6 | 17 | -4 | nt | -9
CSc1nsc(SCC(=O)Nc2ccccc2)n1 | -2 | -13 | -27 | -11 | -8 | 17 | -19 | -25 | -1 | -14 | -8
Cc1ccc(NC2=CC(=O)C(=O)c3ccccc32)c(C)c1 | -13 | 2 | 74* | -13 | 37 | -5 | 1 | -6 | -6 | 3 | 29
COc1ccc(CN2C(=O)c3ccccc3C2c2nnnn2-c2ccc3c(c2)OCCO3)cc1OC (stereo not drawn) | -4 | 4 | 16 | nt | -9 | nt | nt | nt | nt | 5 | -18
CCn1c(C)nnc1SCC(=O)Nc1cccc(C(F)(F)F)c1 | 6 | 12 | -8 | 17 | 7 | ? | -1 | 18 | -11 | 15 | -2
COc1ccc(NC(=O)CN(C)C(=O)c2cn(-c3ccccc3)nc2-c2ccc(Cl)cc2)cc1 | -6 | 4 | 8 | -5 | 8 | -1 | -5 | 4 | 0 | 14 | 10
CCOC(=O)c1c(CC(C)C)csc1NC(=O)COC(=O)c1cnc(C)cn1 | -9 | -37 | 4 | 2 | -13 | nt | -6 | 15 | 0 | -11 | 0
Cc1nc(SCC(=O)Nc2cccc(C(=O)O)c2)n[nH]1 | 2 | 11 | -13 | 10 | -7 | 3 | 6 | 3 | 12 | 3 | 3
Fc1ccc(Nc2nc(NCc3cccs3)nc3ccsc23)cc1 | -6 | 26 | 34 | 13 | 0 | -4 | nt | -2 | nt | 18 | -5
O=C(c1ccco1)N1CCCN(Cc2nc(-c3cccs3)no2)CC1 | 5 | 5 | 1 | -16 | 7 | 5 | -4 | -21 | -1 | -24 | 15
Cc1ccc(S(=O)(=O)N(C)C)cc1NC(=O)C(C)NC(C)c1cccs1 (stereo not drawn) | -1 | 23 | -14 | -2 | -11 | -6 | 4 | -10 | -4 | 2 | -10
CCCC(=O)N1CCC1(C)C(=O)Nc1ccc(C)c(C)c1 (stereo not drawn) | -3 | 3 | 5 | 0 | -1 | 8 | nt | -9 | nt | 1 | 13
CCOc1ccccc1N(C)C(=O)c1cn(CC)c(=O)c2cc(OC)c(OC)cc12 | -6 | -15 | -20 | -23 | 4 | 16 | 8 | 9 | 5 | -2 | 24
COc1cccc(C(C(=O)NCc2ccccc2)N(C(=O)c2csnn2)C2CC2)c1 (stereo not drawn) | 1 | -2 | -12 | 8 | 8 | -12 | -2 | 0 | 7 | -3 | 2
CCc1ccc(-c2csc3nc[nH]c(=O)c23)cc1 | -1 | -19 | -4 | -9 | -7 | 6 | 0 | -20 | -3 | -5 | -40
Cc1ccc(NC(=O)c2ccc(OCC3CCCO3)cc2)cc1 (stereo not drawn) | -9 | -28 | -42 | -144 | 34 | -9 | -24 | -60 | -6 | -14 | -136
N#Cc1c(NC(=O)COC(=O)c2ccc(F)cc2)sc2c1CCC2 | 2 | -25 | -37 | -8 | -8 | 1 | -5 | 9 | 3 | -2 | 4
COC(=O)c1ccccc1NC(=O)CSc1n[nH]c(CC(C)C)n1 | 0 | 13 | -1 | -9 | 17 | -5 | 6 | 5 | 2 | 9 | 3
CCOc1ccc(CCNC(=O)CN2C(=O)NC3(CCCCC3)C2=O)cc1OCC | 0 | 8 | -3 | -4 | -9 | -3 | -2 | -8 | -8 | 11 | 12
C=C1c2cc(C)ccc2NC(=O)N1c1ccccc1 | 8 | -4 | -1 | -9 | -5 | 8 | 10 | 10 | -9 | 2 | 14
C[C@H](CO)N1C[C@H](C)[C@@H](CN(C)S(=O)(=O)c2ccc(Oc3ccccc3)nc2)OCc2cnnn2CCCC1=O | -6 | -1 | 4 | 10 | 3 | nt | 0 | -28 | -2 | 7 | -16
O=C(/C=C/c1ccc(Cl)c(Cl)c1)NCCCn1ccnc1 | 2 | 1 | -15 | 3 | -7 | -1 | -15 | -6 | -3 | -20 | -3
C#CCOCCOCCOCCNc1nc(N2CCOCC2)nc(N2CCN(C(=O)CCCCCCCCCCNC(=O)[C@H]([C@@H](C)CC)n3cc(CCCCN=C(N)N)nn3)CC2)n1 | 5 | 6 | -16 | 2 | -8 | 0 | 8 | -8 | 4 | -8 | -28
CCCNC(=O)C1(C)CCCN(Cc2cccc(Oc3ccccc3)c2)C1 (stereo not drawn) | 3 | 0 | 5 | 9 | 5 | -9 | nt | -25 | nt | -14 | -14
COc1cc(-c2cc3nc(NCCN(C)C)ccn3n2)cc(OC)c1OC | 9 | -6 | -10 | -8 | -9 | 1 | nt | -8 | nt | -26 | 14
Cc1ccc(NC(=O)c2cc(S(=O)(=O)Nc3ccc(C)cc3)cs2)cc1 | 5 | 15 | 32 | -15 | 9 | 1 | 3 | 10 | -18 | 1 | -6
CCOC(=O)Cn1c(C)cc(=O)c2cccc(C)c21 | -7 | 30 | 1 | -3 | -8 | -6 | -2 | 13 | -7 | 9 | 5
CC(C)=CCN1CCN(Cc2coc3ccc(C)cc3c2=O)CC1CCO (stereo not drawn) | -1 | 3 | 8 | -14 | 2 | 7 | 2 | 1 | 1 | -8 | 1
CCN(CC)C(=O)C(=O)Nc1cccc(Br)c1 | -17 | -13 | -32 | -23 | 7 | -2 | -9 | -10 | -1 | -19 | -23
Cc1ccc(S(=O)(=O)N(CCC(=O)NCc2ccccc2F)c2ccccc2)cc1 | -8 | -9 | -6 | -16 | 7 | -2 | -11 | 2 | 6 | 7 | -11
Cc1cnc(C)c(N2CCC(C(=O)NCc3ccco3)CC2)n1 | -8 | -15 | 14 | 2 | -4 | -8 | 8 | 6 | 0 | 1 | -24
O=C1c2ccccc2CC1(Cc1ccccc1)Cc1ccccc1 | -3 | 1 | -3 | 8 | 13 | -1 | -4 | 14 | 7 | -8 | 11
O=C(COc1ccc(/C=N/NS(=O)(=O)c2ccccc2)cc1)Nc1cccc(Cl)c1 | -1 | -29 | nt | 10 | 18 | -7 | -6 | -7 | -5 | 2 | 5
CCC1Nc2ncnc(N3CCN(c4ccccn4)CC3)c2N(Cc2ccc(Cl)cc2)C1=O (stereo not drawn) | -11 | -19 | -22 | 0 | -5 | 3 | -9 | 6 | -3 | -2 | 12
NC(=O)c1ccc[n+](CC(=O)c2ccc(Br)cc2)c1 | -4 | 0 | -6 | -3 | 2 | 1 | 12 | 8 | 2 | 5 | 2
Cc1ccc(C)c(SCC(=O)N(C)C2CCS(=O)(=O)C2)c1 (stereo not drawn) | -4 | -11 | -5 | 5 | 6 | -4 | 4 | 23 | -13 | -13 | -26
CC(Oc1ccc2c3c(c(=O)oc2c1)CCC3)C(=O)NCC1CCC(C(=O)O)CC1 (stereo not drawn) | -8 | -19 | -23 | -10 | -4 | 8 | -7 | 6 | 1 | -15 | 19
Cc1ccc(/C(O)=C2\C(=O)C(=O)N(Cc3cccnc3)C2c2ccccc2[N+](=O)[O-])cc1 (stereo not drawn) | -5 | -50 | 35 | -104 | -1 | -1 | -4 | -108 | -10 | -27 | -48
CN(C)c1cccc(C(=O)OC(C(=O)Nc2ccc(Cl)cc2C(F)(F)F)c2ccccc2)c1 (stereo not drawn) | 5 | -9 | -7 | 0 | -1 | 2 | 7 | 5 | 2 | 11 | 4
COc1ccc(S(=O)(=O)N2CCOCC2)cc1C(=O)N1CCCCC1 | 3 | 8 | 5 | 8 | -10 | 8 | -14 | -7 | -7 | -12 | 0
Cc1cc(S(=O)(=O)NC2CC(C)(C)NC(C)(C)C2)c(Cl)cc1Cl | 0 | 14 | -5 | 1 | -4 | 6 | -2 | 10 | 0 | 2 | -20
CC(=O)N1CCc2cc(S(=O)(=O)Nc3cccc(C(F)(F)F)c3)ccc21 | 6 | 21 | 36 | -3 | 13 | -17 | 2 | 17 | -8 | 27 | 21
Cc1ccc(CN2CCN(Cc3c(C)nn(-c4ccc(F)cc4)c3C)CC2CCO)o1 (stereo not drawn) | -1 | -12 | 4 | 7 | -6 | 0 | -4 | 0 | -20 | 16 | -5
COc1ccccc1Oc1ccc(NC(=O)Cc2ccccc2)cc1 | -5 | -6 | -54 | -10 | 3 | 0 | nt | -18 | nt | -45 | -19
Cc1ccc(NC(=S)NC(=O)C2CCCC2)cc1C | 1 | -35 | -51 | -79 | -15 | -2 | ? | -66 | 4 | -33 | -77
COC(=O)c1c(NC(=O)CN2CCN(c3ccccc3OC)CC2)c2cc(C)ccc2n1C | -1 | 1 | -10 | -1 | -7 | 3 | 0 | 14 | -9 | 4 | 16
O=c1[nH]c(-c2ccccn2)cc2ccccc12 | 5 | -81 | 36 | -63 | 8 | 3 | -22 | -52 | -12 | -26 | -84
